Bioassay records from PubChem BioAssay.
DAT uptake mod = changed human dopamine transporter uptake under cocaine IC80; LLC-PK1 hDAT cells, [14C]-dopamine uptake with cocaine IC80; actives deviate in either direction; B-score at 10 µM; actives 1.3% (n = 110,000);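 active = Z score or B-score, a plate-position-corrected score, falls beyond the plate's 99.7% confidence bounds, in either direction; inactive = both scores lie inside the 99.7% bounds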;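 also: scored against the spread of the other compound wells on the same plate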
Target sequence (Q01959 whole entry, looked up): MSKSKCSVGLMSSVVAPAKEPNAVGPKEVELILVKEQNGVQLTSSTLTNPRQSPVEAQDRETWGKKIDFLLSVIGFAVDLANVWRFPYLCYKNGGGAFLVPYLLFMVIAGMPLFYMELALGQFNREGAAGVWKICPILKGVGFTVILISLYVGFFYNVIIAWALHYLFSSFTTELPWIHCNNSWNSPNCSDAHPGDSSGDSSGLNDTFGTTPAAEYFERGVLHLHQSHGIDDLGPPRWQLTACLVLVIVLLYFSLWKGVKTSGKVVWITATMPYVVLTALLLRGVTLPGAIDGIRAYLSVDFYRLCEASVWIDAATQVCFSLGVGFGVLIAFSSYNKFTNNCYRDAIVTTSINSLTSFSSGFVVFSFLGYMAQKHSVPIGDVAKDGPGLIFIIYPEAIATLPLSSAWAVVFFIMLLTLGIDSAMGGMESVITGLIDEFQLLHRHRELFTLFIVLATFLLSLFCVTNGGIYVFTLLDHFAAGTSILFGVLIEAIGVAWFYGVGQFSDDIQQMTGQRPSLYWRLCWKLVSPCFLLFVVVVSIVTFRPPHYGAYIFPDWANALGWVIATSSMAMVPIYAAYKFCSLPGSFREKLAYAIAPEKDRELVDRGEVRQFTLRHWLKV
The depositor's hits bear a star.

SMILES | DAT uptake mod
O=C(NCc1ccccc1C(F)(F)F)C1CC(c2cccc(F)c2)=NO1 (configuration not stated) | 0.0852
CCOC(=O)c1c(NC(=O)CSc2nnc(-c3c[nH]c4ccccc34)n2C)sc2c1CCCC2 | 0.3
C/C=C/C(=O)Nc1cccc(C2=NOC3(C2)C[C@@H](C(N)=O)N(C(=O)c2cc([N+](=O)[O-])cc([N+](=O)[O-])c2)C3)c1 (some centres not stated) | -1.16
CCOC(=O)c1nc(Nc2ccc(C(C)=O)cc2)c2ccccc2n1 | -0.231
O=C(NCc1ccco1)c1ccc2c(c1)S(=O)(=O)c1ccccc1C2=O | -0.284
OCCNc1nc(Nc2ccccc2Cl)nc(N2CCCC2)n1 | 0.825
C[C@H](NC(=O)c1nc[nH]c1C(=O)NC(c1ccccc1)c1ccccc1)C(=O)OC(C)(C)C | 0.0299
C#CCNC(=O)C1=C[C@H](c2ccccc2)[C@@H](CCCO)[C@H](OCC)O1 | 0.0216
COCCNC(=O)C1Nc2ccc(C(F)(F)F)cc2C2C=CCC12 (configuration not stated) | 0.009
O=C(NCc1ccccc1)c1onc(CSc2ccccc2)c1C(=O)NCC1CC1 | 0.6
CCOC(=O)C1=C(C)N(CCCC(=O)O)C(=O)NC1c1ccccc1OS(=O)(=O)c1ccccc1[N+](=O)[O-] (configuration not stated) | 0.683
COc1ccc(C(Cl)=C(c2ccc(OC)cc2)c2ccc(OC)cc2)cc1 | -0.229
O=C(O)C1=C[C@H](c2csc3ccccc23)C[C@H](OCCCCO)O1 | -1.32
CC(C)n1cnc2c(NCc3ccc(S(N)(=O)=O)cc3)nc(NCc3ccc(S(N)(=O)=O)cc3)nc21 | -0.227
NC1=NC[C@@H](Cc2ccc(O)cc2)N1CCc1cccc2ccccc12 | -0.0549
CN1CCN(C(=O)C2=C[C@@H](c3ccc(Br)cc3)C[C@@H](OCc3ccc(CO)cc3)O2)CC1 | 1.35
O=C(NCCNCCO)C1(C(F)(F)F)C/C(=C\CCO)CCCO1 (configuration not stated) | -0.148
Cc1ccccc1NC(=O)C(=O)NCCc1c[nH]c2ccccc12 | -1.27
Cc1cccc(CC(=O)NCCn2c(C)cc3ccccc32)c1 | -0.0655
COC(=O)C1=C(C)N(CCCC(=O)O)C(=O)NC1c1cccs1 (configuration not stated) | -0.268
O=C(C1=C[C@@H](c2ccc(C(F)(F)F)cc2)C[C@@H](OCCCCO)O1)N1CCN(Cc2ccc3c(c2)OCO3)CC1 | 0.452
C#CCOCCOCCOCCNc1nc(N2CCN(C(=O)[C@H](CCCCN)n3cc(CCCC)nn3)CC2)nc(N2CCN(C(=O)[C@H](CCCCN)n3cc(CCCC)nn3)CC2)n1 | 0.171
NCCCC[C@H]1CNC(=S)N1CCc1cc(C(F)(F)F)cc(C(F)(F)F)c1 | 0.129
CC(=O)c1ccc([C@H]2C[C@@]34CN(C(=O)OC(C)(C)C)S(=O)(=O)[C@H]3C[C@H]2O4)cc1 | 0.000955
O=C1N[C@@H](Cc2ccccc2)C(=O)N2[C@H]3Nc4ccccc4[C@@]3([C@]34C[C@H]5C(=O)N[C@@H](Cc6ccccc6)C(=O)N5[C@H]3Nc3ccccc34)C[C@@H]12 | -0.378
CC(=O)Nc1ccc(SC[C@H](Cc2ccccc2)N2CCN(CCc3ccccc3)CCC2=O)cc1 | 2.22
C#CCOCCOCCOCCNc1nc(N2CCN(C(=O)C([C@@H](C)CC)n3cc(C(N)CC(C)C)nn3)CC2)nc(N2CCN(C(=O)[C@H](CCC(=O)O)n3cc(C(N)CC(C)C)nn3)CC2)n1 (some centres not stated) | -0.0407
C#Cc1ccc([C@H]2C=C(C(=O)NCc3ccccc3)O[C@@H](OCc3ccc(CO)cc3)C2)cc1 | 0.673
CCC(=O)OC1(C)C(=O)C2=COC(c3ccc(OC)cc3)=CC2=C(Br)C1=O (configuration not stated) | 1.17
COc1ccc(C[C@@H]2CN3C(=NC[C@@H]3C)N2CCNC(=O)c2ccc(C)c(Br)c2)cc1 | 1.85e-05
COc1ccc(C2CC(=O)Oc3c(C(CCN4CCOCC4)c4cc(OC)c(OC)c(OC)c4)c(OC)cc(OC)c32)cc1 (configuration not stated) | 1.08
CC(=O)n1cc([C@H]2C=C(C(=O)NCc3ccccc3)O[C@@H](OCc3ccc(CO)cc3)C2)c2ccccc21 | 2.07
Nc1nc(OCc2ccccc2)c2[nH]cnc2n1 | 0.561
CCOc1ccc2ccccc2c1C(=O)N[C@@H]1C(=O)N2[C@@H]1SC(C)(C)[C@@H]2C(=O)O | 0.833
CC(C)(C)[C@H]1C=C(C(=O)N2CCN(Cc3ccc4c(c3)OCO4)CC2)O[C@@H](OCc2ccc(CO)cc2)C1 | 1.15
CCC1=C2CC[C@H]3C(=O)N(C)C(=O)[C@H]3[C@H]2[C@@]2(Cc3ccccc3)C(=NCCOC)OC(=O)N2C1=O | -1.59
COc1ccc(CNC(=O)C2(CC3CC(c4ccccc4)=NO3)CCN(C(=O)c3cccc(O)c3)CC2)cc1 (configuration not stated) | 0.0185
O=c1c2nnn(-c3ccccc3)c2ncn1C/C=C/c1ccccc1 | -0.517
NC(=O)CC(NC(=O)c1ccccc1)c1ccc(NC2CCCCC2)c([N+](=O)[O-])c1 (configuration not stated) | -1.13
C#CCNC(=O)C1=C[C@H](c2coc3ccccc3c2=O)C[C@H](OCc2ccc(CO)cc2)O1 | 0.524
CCCCN1C(N)=NC[C@@H]1CCCCN | 0.507
C#Cc1ccc([C@@H]2C=C(C(=O)OCC=C)O[C@H](OCCCCO)C2)cc1 | -0.133
CCO[C@@H]1OC(C(=O)NCc2ccccc2)=C[C@H](c2cn(C(C)=O)c3ccccc23)[C@H]1CCCO | 0.0933
Cc1cccc(CNc2ccc(C(CC(N)=O)NC(=O)c3cccc(Br)c3)cc2[N+](=O)[O-])c1 (configuration not stated) | -0.751
COc1ccccc1CNC(=O)Cc1cc(=O)[nH]c(=O)[nH]1 | -0.533
Cc1ccc2oc(=O)c3cnn(CC(=O)Nc4cc(-c5cccc(F)c5)no4)c3c2c1 | -0.133
COC(=O)C[C@H]1c2ccc(C(F)(F)F)cc2S(=O)(=O)N1Cc1ccccc1 | 0.00443
c1ccc(-c2ccc3ccccc3n2)cc1 | -0.0851
S=C1NC[C@H](CC2CCCCC2)N1CC1CCCCC1 | -0.00375
CC(C)(C)OC(=O)N1CCC2(CC1)Oc1ccc(F)cc1C(=O)C21CC(c2ccccc2)=NO1 (configuration not stated) | 0.0329
C[C@H]1CC[C@@]2(O[C@@H](CCO)C[C@@H](O)[C@@H]2O)O1 | -0.116
Cc1cccc(COCC(Cc2ccccc2)N2CCN(C(=O)c3ccc(C(F)(F)F)cc3)CCC2=O)c1 (configuration not stated) | -0.495
COc1ccc([C@H]2Oc3cc(O)cc(O)c3C(=O)C2[C@@H]2C(=O)c3c(O)cc(O)cc3O[C@@H]2c2ccc(OC)cc2)cc1 (some centres not stated) | 1.56
Cc1nc(-c2ccc(Cl)cc2)sc1C1(C)CC(c2ccc([N+](=O)[O-])cc2)=NO1 (configuration not stated) | -1.03
CN(C[C@H](Cc1ccccc1)N(C[C@H](c1ccccc1)N(CCc1ccccc1)N=O)N=O)N=O | 0.186
CC(C)C(=O)N1CCC2(CC1)Oc1ccc(F)cc1C(=O)C21CC(c2ccccc2)=NO1 (configuration not stated) | 0.155
O=C(C1=C[C@@H](C2CCCCC2)C[C@@H](OCCCCO)O1)N1CCOCC1 | -0.351
CCOC(=O)OC(C)OC1=C(C(=O)Nc2ccccn2)N(C)S(=O)(=O)c2ccccc21 (configuration not stated) | -1.07
O=C1NC[C@H](Cc2ccc(O)cc2)N(CC2CCCCC2)C1=O | 0.019
CC1OC(OCC2OC(Oc3c(-c4ccc(O)cc4)oc4cc(O)cc(O)c4c3=O)C(O)C(O)C2O)C(O)C(O)C1O (configuration not stated) | -0.025
(cont.)
SMILES | DAT uptake mod
OCCCn1c(C2CCCN2c2nc(-c3ccc(Cl)cc3)cs2)nc2cc(C(F)(F)F)ccc21 (configuration not stated) | -0.73
NC(=O)CC(NC(=O)Cc1ccc(Br)cc1)c1ccc(NC2CCCC2)c([N+](=O)[O-])c1 (configuration not stated) | 0.122
O=C(NCCn1cc(SCc2ccccc2)c2ccccc21)c1c(F)cccc1F | -0.835
O=C(O)Cc1c[nH]c2ccccc12 | -0.463
C[C@H](NC(=O)OCc1ccccc1)C(=O)NNC(=O)[C@H](Cc1ccccc1)NC(=O)OC(C)(C)C | 0.121
COCCN1C=C2C(=O)C(C)(OC(=O)CCc3ccccc3)C(=O)C=C2C=C1c1ccc(C#N)cc1 (configuration not stated) | -0.0208
NCCN1CCN(CC(=O)N2c3ccccc3C(=O)Nc3cccnc32)CC1 | -0.112
CCC1=C(OC(=O)N(CC)CC)N2C(=O)OC(=NCC3CC3)[C@]2(C)[C@H]2C1=CC[C@H]1C(=O)N(CC)C(=O)[C@H]12 | 0.194
CC(=O)NNc1cc(N2CCOCC2)nc(N2CCOCC2)n1 | -0.624
NC(=O)CC(NC(=O)c1ccc(Br)cc1)c1ccc(NCCc2ccc(F)cc2)c([N+](=O)[O-])c1 (configuration not stated) | -0.979
COc1ccccc1CN1[C@@H](CC(=O)O)c2ccccc2S1(=O)=O | 0.843
COc1ccc(C2/C=C\CN(CC(C)C)CC(=O)N2Cc2ccc(F)cc2)cc1 (configuration not stated) | -0.0164
CC(C)(C)C(=O)NCCc1nc(-c2ccccc2)no1 | 1.15
COC(=O)C1=C(C)NC(C)=C(C(=O)OCC(C)C)C1c1ccccc1[N+](=O)[O-] (configuration not stated) | 1.16
COc1ccc(-c2cc(=O)c3cc(OC)ccc3[nH]2)cc1 | -0.814
O=C(NCC1CC1)c1cc(-c2ccccc2)nn1CC1CC(c2cccc([N+](=O)[O-])c2)=NO1 (configuration not stated) | 0.0256
Cc1nc2cc(-c3ccc(Cl)cc3)nn2c(C)c1CCC(=O)NC(C)c1ccc2c(c1)OCCO2 (configuration not stated) | 1.25
COc1cc2ccc(=O)oc2cc1OCC(O)C(C)(C)O (configuration not stated) | -0.87
NC(=O)CC(NC(=O)Cc1ccc(Cl)cc1)c1ccc(NCC2CC2)c([N+](=O)[O-])c1 (configuration not stated) | -0.301
Cc1nc(C(=O)NCc2ccccc2)sc1C1(C)CC(c2ccccc2)=NO1 (configuration not stated) | 1.68
COc1cc2c(cc1OC)C[N+](C)(C)CC2 | -0.884
Cn1c2c(c3ccccc31)CCN=C2c1ccccc1 | 0.307
CCC(=O)OC1(C)C(=O)C=C2C=C(C3CC3)OC=C2C1=O (configuration not stated) | 0.458
Fc1ccc(-n2nnc(-c3cnc4ccccc4c3)n2)cc1 | -0.0259
CCOC(=O)C1Nc2c(F)cc(C)cc2C2c3ccccc3CC12 (configuration not stated) | 0.37
Cc1ccc(CSc2nc3ccncc3n2CC(=O)Nc2cc(C)cc(C)c2)cc1 | 0.0058
NC(=O)[C@@H]1CC2(CC(c3cccc(NC(=O)[C@H]4CCC(=O)N4)c3)=NO2)CN1C(=O)c1ccc(Cl)cc1 (some centres not stated) | 0.247
C=CCN1c2ccccc2[C@]23C[C@@H](C(=O)OC)N(C(=O)C4CCC4)C2=NC(C(=O)OC)=C(C(=O)OC)[C@H]13 | 0.159
CCCCCC(=O)Nc1cccc(C2=NOC3(C2)C[C@@H](C(N)=O)N(C(=O)c2ccc(OC)cc2)C3)c1 (some centres not stated) | -0.225
COc1ccc(S(=O)(=O)n2nc(OC(=O)c3cccs3)cc2NC(=O)c2cccs2)cc1 | -0.00379

In a second layout: results already given.
> C[C@H](NC(=O)OCc1ccccc1)C(=O)NNC(=O)[C@H](Cc1ccccc1)NC(=O)OC(C)(C)C
  DAT uptake mod = 0.121

> COc1ccc(C2CC(=O)Oc3c(C(CCN4CCOCC4)c4cc(OC)c(OC)c(OC)c4)c(OC)cc(OC)c32)cc1 (configuration not stated)
  DAT uptake mod = 1.08

Following part
SMILES | DAT uptake mod
CCCCCC#CCC#CCC#CCC#CCCCC(=O)O | 0.0303
COc1cccc(-n2nnc3c(=O)n(CC(=O)Nc4ccccc4C)cnc32)c1 | 0.28
CCOC(=O)C1=C(C)N(Cc2ccccc2)C(=O)NC1c1ccccc1OS(=O)(=O)c1ccccc1[N+](=O)[O-] (configuration not stated) | 0.472
COc1ncccc1-c1nnn(-c2ccccc2)n1 | 0.259
CCCCCCC[C@H](N)[C@H](O)C(=O)N(C)[C@@H](CCS(C)=O)C(=O)N[C@@H](Cc1ccc(O)cc1)C(=O)N[C@@H](Cc1ccc(O)cc1)C(=O)O (some centres not stated) | -1.59
CC1(OC(=O)c2cccs2)C(=O)C=C2C=C(c3ccsc3)OC=C2C1=O (configuration not stated) | 0.743
CN1CCCC(n2nc(Cc3ccc(Cl)cc3)c3ccccc3c2=O)CC1 (configuration not stated) | 1.66

Entries above that have a nitro group on carbon (eleven):
SMILES | DAT uptake mod
C/C=C/C(=O)Nc1cccc(C2=NOC3(C2)C[C@@H](C(N)=O)N(C(=O)c2cc([N+](=O)[O-])cc([N+](=O)[O-])c2)C3)c1 (some centres not stated) | -1.16
CCOC(=O)C1=C(C)N(CCCC(=O)O)C(=O)NC1c1ccccc1OS(=O)(=O)c1ccccc1[N+](=O)[O-] (configuration not stated) | 0.683
NC(=O)CC(NC(=O)c1ccccc1)c1ccc(NC2CCCCC2)c([N+](=O)[O-])c1 (configuration not stated) | -1.13
Cc1cccc(CNc2ccc(C(CC(N)=O)NC(=O)c3cccc(Br)c3)cc2[N+](=O)[O-])c1 (configuration not stated) | -0.751
Cc1nc(-c2ccc(Cl)cc2)sc1C1(C)CC(c2ccc([N+](=O)[O-])cc2)=NO1 (configuration not stated) | -1.03
NC(=O)CC(NC(=O)Cc1ccc(Br)cc1)c1ccc(NC2CCCC2)c([N+](=O)[O-])c1 (configuration not stated) | 0.122
NC(=O)CC(NC(=O)c1ccc(Br)cc1)c1ccc(NCCc2ccc(F)cc2)c([N+](=O)[O-])c1 (configuration not stated) | -0.979
COC(=O)C1=C(C)NC(C)=C(C(=O)OCC(C)C)C1c1ccccc1[N+](=O)[O-] (configuration not stated) | 1.16
O=C(NCC1CC1)c1cc(-c2ccccc2)nn1CC1CC(c2cccc([N+](=O)[O-])c2)=NO1 (configuration not stated) | 0.0256
NC(=O)CC(NC(=O)Cc1ccc(Cl)cc1)c1ccc(NCC2CC2)c([N+](=O)[O-])c1 (configuration not stated) | -0.301
CCOC(=O)C1=C(C)N(Cc2ccccc2)C(=O)NC1c1ccccc1OS(=O)(=O)c1ccccc1[N+](=O)[O-] (configuration not stated) | 0.472

Only part of the results is shown (hit frequency here may not be typical).
